# Compound activity as filed in PubChem BioAssay.
# CRFR2-BP ag = CRF-BP/CRF-R2 complex agonism; HEK293 CRF-R2/CRF-BP, calcium dye fluorescence (FLIPR); percent of saturating CRF peptide response; activation, % at 13.2 µM; 0.46% of 350,000 active; AID 588473;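 active = activation of at least 50%, plus an integration ratio under a set limit after plate pattern correction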;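 also: plate controls were neutral control wells without compound for no effect and CRF at EC100 for full effect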
# M4 PAM = positive allosteric modulators of human muscarinic M4 receptor. 0.4% of 360,000 active. P08173. CHO-K1 hM4/Gqi5, Fluo-8 calcium fluorescence, ACh EC20; 0% = ACh EC20, 100% = maximal ACh. activation, % at 3 µM;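 active = activation above its plate's cutoff, the mean activation of sample wells plus 3 SD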; also: some results filed as inactive read as strong as hits
# Target sequence (P08173 whole entry, looked up): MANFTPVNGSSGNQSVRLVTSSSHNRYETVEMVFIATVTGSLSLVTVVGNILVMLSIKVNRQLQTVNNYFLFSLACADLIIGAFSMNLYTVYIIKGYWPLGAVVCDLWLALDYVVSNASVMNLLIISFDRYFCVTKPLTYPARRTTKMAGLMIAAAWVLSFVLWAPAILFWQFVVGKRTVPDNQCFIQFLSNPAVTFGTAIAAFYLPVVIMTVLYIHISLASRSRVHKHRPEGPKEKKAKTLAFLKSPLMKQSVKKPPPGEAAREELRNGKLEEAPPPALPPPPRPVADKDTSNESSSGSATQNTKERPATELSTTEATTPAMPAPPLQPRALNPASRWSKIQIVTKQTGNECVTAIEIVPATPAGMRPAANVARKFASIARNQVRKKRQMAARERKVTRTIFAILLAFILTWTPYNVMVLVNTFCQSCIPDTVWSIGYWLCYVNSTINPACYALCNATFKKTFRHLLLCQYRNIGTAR
# CRFR2-BP antag = antagonists of CRF-binding protein/CRF-R2 receptor complex. HEK293 CRF-R2/CRF-BP, CRF-induced calcium fluorescence. inhibition, % at 11.8 µM. 0.59% of 350,000 active. AID 588475;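 active = inhibition of the ligand-induced calcium signal above about 50% at the single tested concentration, limit read from the data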
# CHRM4 agonist = agonists of human muscarinic M4 receptor (CHRM4); P08173; CHO-K1 hM4/Gqi5, Fluo-8 calcium fluorescence; vehicle 0%, full acetylcholine response 100%; activation, % at 3 µM; AID 624127; 0.14% of 360,000 active;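 active = activation above the run mean over all test wells plus 3 SD, cut at about 32% in these data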;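 also: peak over basal fluorescence ratio per well then scaled between controls; 0% = DMSO wells and 100% = acetylcholine at EC100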
# CHRM1 PAM = human CHRM1 positive allosteric modulation. P11229. CHO-K1 hM1, Fluo-8 calcium fluorescence, ACh EC20; 0% = ACh EC20, 100% = maximal ACh. activation, % at 3 µM. 0.088% of 360,000 active. AID 588819; in the data active = activation above about 19%, passing the limit was not always enough
# Target sequence (P11229 whole entry, looked up): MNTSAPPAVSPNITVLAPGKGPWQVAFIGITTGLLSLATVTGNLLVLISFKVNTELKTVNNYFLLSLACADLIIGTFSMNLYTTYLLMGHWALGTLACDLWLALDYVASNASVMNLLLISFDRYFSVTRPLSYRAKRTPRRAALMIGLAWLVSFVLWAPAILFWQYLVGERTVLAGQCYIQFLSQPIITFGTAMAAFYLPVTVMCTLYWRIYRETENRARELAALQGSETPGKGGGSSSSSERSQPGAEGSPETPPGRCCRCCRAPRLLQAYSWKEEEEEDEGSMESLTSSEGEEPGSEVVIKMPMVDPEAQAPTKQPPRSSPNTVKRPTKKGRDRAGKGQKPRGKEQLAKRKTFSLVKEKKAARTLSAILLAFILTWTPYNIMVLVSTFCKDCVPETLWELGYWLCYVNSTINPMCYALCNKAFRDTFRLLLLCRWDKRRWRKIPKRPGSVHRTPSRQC
# M5 antag = blocks acetylcholine activation of human M5 receptor. P08912. CHO-hM5 cells, Fluo-8 calcium fluorescence, ACh EC80. inhibition, % at 3 µM. 0.59% of 360,000 active. AID 624040;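 active = inhibition above a per-plate cutoff, the mean of that plate's test compounds plus 3 SD, cut at about 27% in these data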;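 also: 0% = acetylcholine EC80 with DMSO and 100% = DMSO without agonist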
# M5 PAM = positive allosteric modulators of human muscarinic M5 receptor; P08912; CHO-K1 hM5, Fluo-8 calcium, ACh EC20 PAM; 0% = ACh EC20, 100% = ACh EC100; activation, % at 3 µM; 0.3% of 360,000 active; AID 624038;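 active = activation above the run cutoff, the mean activation of all test compounds plus 3 SD, cut at about 18% in these data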
#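 Replicates: One well per compound, no replicates | System: Human M5 receptor in CHO-K1 cells | Benchmarks: Low control EC20 acetylcholine (0%), high control EC100 acetylcholine (100%) | Probe or stimulus: Acetylcholine, EC20 level | Times: Fluo-8 loading 80 min at 37 °C plus 30 min room temperature | Signal: Intracellular calcium via Fluo-8 fluorescence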
# M4 antag = CHRM4 antagonism in calcium assay. P08173. inhibition, % at 3 µM. CHO-hM4 cells, ACh EC80, Fluo-8 calcium fluorescence. 0.73% of 360,000 active. AID 624125;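 active = inhibition above its plate's cutoff, the mean inhibition of sample wells plus 3 SD, cut at about 27% in these data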;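 also: 0% = acetylcholine EC80 with DMSO and 100% = DMSO without agonist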
# M5 ag = CHRM5 agonism in calcium assay; CHO-K1 hM5 cells, Fluo-8 calcium fluorescence; 0% DMSO wells, 100% maximal acetylcholine response; activation, % at 3 µM; 0.19% of 360,000 active; AID 624037;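 active = activation above the run's mean over test compounds plus 3 SD, cut at about 23% in these data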;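 also: signal is peak over basal fluorescence ratio across the kinetic read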
# An asterisk follows results filed as active; nt = no result given.
SMILES,CHRM4 agonist,M4 PAM,CRFR2-BP ag,M5 PAM,M5 antag,CRFR2-BP antag,CHRM1 PAM,M4 antag,M5 ag
CSc1nc(-c2ccccc2)nn1C(=O)c1ccco1,0,4,-0.6,4,0,-6,3,7,-1
Cc1ccc2c(n1)sc1c(N)ncnc12,0,2,0.3,-3,-2,13,12,0,-3
Cn1cccc1CC(=O)NNC(=O)Nc1cccc(Cl)c1,1,6,-0.7,-5,6,-4,11,-1,-1
CC(=O)Nc1ccc(NC(=O)c2cc(-n3cnnc3)ccc2Cl)cc1,0,-9,-1.2,-6,15,1,-4,3,0
CN(CC(=O)Nc1ccc(F)cc1)C(=O)CNC(=O)C1CCCCC1,0,6,0.8,8,8,-1,-3,0,1
Cc1c(C(=O)N(CC(C)C)c2c(N)n(Cc3ccccc3)c(=O)[nH]c2=O)sc2nc3n(c(=O)c12)CCC3,1,1,-0.1,-2,3,-6,8,-13,1
O=S(=O)(NCC1CCCO1)c1cccc(S(=O)(=O)N2CCCC2)c1 (configuration not stated),1,-3,3.4,-1,2,-9,-1,-1,-3
COc1ccc(-c2c([C@H]3[C@H]4C=CC[C@@H](C)[C@@H]4C(=O)N3Cc3ccccc3)ccc3ccccc23)cc1,0,5,0.0,-2,8,6,5,-2,2
CCOC(=O)C1(CCOc2ccccc2)CCN(Cc2ccc(O)c(OC)c2)CC1,9,-9,0.3,-17,14,-19,-3,6,-5
CCN(CC)c1ccc(NC(=O)CCNC(=O)c2ccco2)cc1,2,13,-2.2,4,7,10,-2,-3,0
CC1(C)OC(=O)N(CCc2ccccc2)C1(C)O (configuration not stated),0,5,2.0,0,-4,11,10,-3,-3
COc1ccccc1CN1CC(C(=O)NCc2cccnc2)CC1=O (configuration not stated),0,9,-0.3,-1,4,19,5,-15,0
CCN1C(=O)C(C)S/C1=N\S(=O)(=O)c1ccc(F)cc1 (configuration not stated),1,1,-0.6,-4,4,-2,6,-7,-1
CC(C)(C)c1cn(-c2ccccc2)c(=S)[nH]1,0,4,-0.4,-8,4,-7,3,10,0
CC(C)c1ccc(CN2CCN(C(=O)CSc3nnnn3C3CC3)CC2)cc1,7,-10,0.2,-12,7,5,-9,12,1
COc1ccc(C(CNC(=O)c2ccc(-c3ccccc3Cl)o2)N2CCOCC2)cc1 (configuration not stated),7,2,5.2,12,-1,-35,-6,-12,5
CCCC1(c2ccccc2)NC(=O)N(CC(=O)NCc2ccc(OC)cc2)C1=O (configuration not stated),2,21*,-4.2,-1,2,2,13,2,-4
Cc1ccc(NC(=O)COC(=O)CN2C(=O)C3CCCCC3C2=O)cc1C (configuration not stated),1,-1,0.4,-3,1,-5,6,8,2
CC(/C=N/NC(=O)CSc1n[nH]c(=O)[nH]c1=O)=C\c1ccccc1,1,10,1.3,11,-2,-5,10,-8,-2
C=CCn1c(SCC(=O)N2CCN(c3ccccc3)CC2)nc2c([nH]c3ccccc32)c1=O,6,0,-0.2,-3,5,10,2,-3,-3
COc1ccc(N(CN2C(=O)C3CCCCC3C2=O)C(=O)c2ccco2)cc1 (configuration not stated),1,-3,-0.2,-7,2,10,11,4,-1
CCOC(=O)C(C(=O)c1ccccc1)C(c1ccccc1)c1nccc2ccccc12 (configuration not stated),-1,-4,6.7,-4,3,4,-2,-12,-1
CCOc1ccc(CCN2C(=S)N([C@@H](CC(C)C)CN3CCC[C@@H]3CN3C(=S)NC[C@@H]3CC(C)C)C[C@@H]2CC(C)C)cc1,0,1,nt,-4,-4,nt,2,-11,0
COc1cc(C(=O)NNC(=S)NC(=O)c2ccc(F)cc2)cc(OC)c1OC,8,-4,13,-6,21,0,12,-9,1
CCCCn1nnnc1NCc1cccc(OC)c1OC,3,8,-0.8,5,-2,0,7,-6,4
CCOC(=O)c1c(-c2ccccc2)csc1NC(=O)CCN1CCOCC1,3,-4,-3.9,-4,10,40,-4,0,-3
COc1ccc(N(Cc2cc3cccc(C)c3[nH]c2=O)S(=O)(=O)c2ccc(OC)cc2)cc1,2,1,0.6,-6,12,-12,6,0,-4
CCn1c(CNc2ccc(C)cc2)nnc1SCC(=O)NCc1ccccc1,1,31*,-0.7,-1,3,-18,5,1,-5
CCN(Cc1nc2ccccc2c(=O)[nH]1)C(=O)c1cccc(OCc2c(C)noc2C)c1,7,-5,0.1,-8,10,-1,1,-5,5
Cc1cc(=O)oc2cc(OCC(=O)NC(Cc3c[nH]c4ccc(O)cc34)C(=O)O)c(Cl)cc12 (configuration not stated),15,-8,0.0,-7,5,2,-5,-2,5
O=C(c1ccc(CNc2c(NC3CCCCC3)c(=O)c2=O)cc1)N1CCc2ccccc21,0,-2,-0.6,-2,0,13,4,-9,-3
CCOc1ccc(N2C(=O)/C(=C/c3ccccc3)N=C2SC)cc1,2,-1,-1.5,-1,4,3,5,-4,-1
NC(=S)N/N=C/c1ccc(-c2ccc(Cl)c(Cl)c2)o1,0,-7,-1.2,-1,-2,-18,5,9,5
O=C(NCC1CCCO1)C1CCC(=O)N1CCc1ccccc1 (configuration not stated),0,-2,0.6,4,2,0,1,2,-1
O=C(Oc1cccc(C(=S)N2CCOCC2)c1)c1ccc([N+](=O)[O-])cc1[N+](=O)[O-],5,1,0.3,3,8,-24,8,3,0
CC(C)Cn1c2c(c(=O)[nH]c1=O)C(NS(=O)(=O)c1ccc(Cl)cc1)(C(F)(F)F)C(=O)N2 (configuration not stated),0,23,0.6,4,6,-8,-3,13,-3
COc1ccc(C(=O)c2ncc(C(F)(F)F)cc2Cl)cc1,0,9,2.2,-4,2,-37,1,0,-5
CC(C)c1cc(CNC(=O)c2cc(COc3cncc(Cl)c3)on2)on1,5,1,-2.8,-3,9,8,7,4,-3
CCCCOP(=O)(c1ccc(N(C)C)cc1)C(O)c1ccccc1F (configuration not stated),1,3,-0.1,6,-8,-19,8,3,-1
CCOP(=O)(OCC)C(Nc1ccccc1)c1ccc2c(c1)OCO2 (configuration not stated),1,-10,11,3,-4,-20,13,2,2
COC(=O)[C@H](CC(C)C)NC(=O)Nc1ccc(F)cc1,1,5,-1.0,-1,4,24,2,-2,-1
COc1ccc(-c2nc3cc(C)ccn3c2NC(=O)c2c(F)cccc2Cl)cc1,6,0,-4.3,-4,5,-5,-2,-5,-1
COc1ccc(S(=O)(=O)Nc2ccc(-n3cnnn3)cc2)cc1Br,2,2,2.4,0,-1,7,4,0,3
CCCCCCCCCCCCCCCC[N+](C)(C)CCl,2,-10,34,-45,29*,25,-21,35*,-11
COC(=O)[C@@]1(Cc2ccccc2)[C@H]2C(=O)N(C)C(=O)[C@H]2[C@H]2CN=C(SCc3ccc(Cl)cc3)N21,6,3,-0.5,9,-5,-6,12,-7,0
COc1cc(NC(=O)c2ccc(Cl)cc2)c(OC)cc1Cl,-3,3,-1.2,-9,3,7,-12,-3,-9
O=C(CSc1nc2ccc([N+](=O)[O-])cc2[nH]1)NC1CCCC1,5,-5,2.2,-9,12,19,-1,3,5
CC(O)(CS(=O)(=O)Cc1ccc(Cl)cc1)C(=O)Nc1cccc(C(F)(F)F)c1 (configuration not stated),7,1,2.3,-6,-1,-54,0,-16,4
N#CCCN(Cc1ccccc1)C(=O)Nc1ccccc1,1,1,-2.4,-8,13,-11,10,-2,-6
COc1ccc(-n2ncc3c2CC(C)(C)CC3NC(=O)c2cnc(C)cn2)cc1 (configuration not stated),0,4,0.0,2,6,25,1,-2,-2

# (list continues)
SMILES,CHRM4 agonist,M4 PAM,CRFR2-BP ag,M5 PAM,M5 antag,CRFR2-BP antag,CHRM1 PAM,M4 antag,M5 ag
C=CCNc1cc(C)oc(=O)c1C(=O)CC,0,-2,-4.3,0,5,5,2,7,-2
CCn1c2ccccc2c2cc(NC(=O)COC(=O)c3cc(S(N)(=O)=O)c(Cl)cc3Cl)ccc21,3,6,1.9,5,1,-18,12,14,2
Cc1nnc(SCC(=O)c2c(N)n(C3CC3)c(=O)[nH]c2=O)n1-c1ccccc1,1,7,2.0,-1,8,9,14,-11,0
O=C(NCC1CCCO1)c1ccc(COc2ccc(Br)cc2)cc1 (configuration not stated),6,-10,-4.4,-9,4,5,-6,-1,-1
NC(=S)c1c(Cl)cc(C(F)(F)F)cc1Cl,0,8,0.0,-2,8,0,4,-1,-6
CCn1c(CNC(=O)c2cc(OC)c(OC)c(OC)c2)cc2cc(C)ccc21,28,-17,0.3,-18,48*,12,-19,28*,7
CC1CCN(C(=O)CN2C(=O)NC3(CCCCCC3)C2=O)CC1,1,2,-0.4,4,2,-10,-2,-6,4
Cc1[nH]c(-c2ccc(F)cc2)cc1C(=O)N1CCN(c2ccccc2)CC1,5,2,0.4,-2,0,-20,12,-6,0
O=S(=O)(/C=C/C=C/S(=O)(=O)c1ccccc1)c1ccccc1,6,-6,29,6,2,-9,7,43*,7
Cc1ccc(C2C3=C(NCCN=C3c3ccccc3)C(=O)N2c2ccccc2)cc1 (configuration not stated),3,-17,9.8,-1,10,-39,-9,14,2
CCOc1ccc(Cn2c(SCCCCC#N)nc3c2c(=O)n(C)c(=O)n3C)cc1OCC,3,1,0.1,-9,3,5,0,-9,-7
Cc1ccc(Cl)cc1NC(=O)N(C)CCO,0,1,-3.2,-4,-1,22,17,-8,-3
O=C(OCc1ccc([N+](=O)[O-])cc1)c1ccc2ccccc2n1,2,-15,-0.1,4,-4,18,2,-2,-5
CCCc1nnc(SCC(=O)Nc2ccc(NC(C)=O)cc2)n1-n1cccc1,0,0,0.8,-3,5,1,10,3,0
CCN(CC)c1ccc(NC(=O)c2nc3nc(C)cc(C(F)F)n3n2)cc1,1,5,-0.3,-2,-1,11,8,-20,0
CC(C)COC(=O)Nc1ccccc1C(=O)N1CCOCC1,1,2,-0.4,2,-6,1,15,2,2
CCc1ccc(S(=O)(=O)c2nnn3c2nc(N2CCOCC2)c2ccccc23)cc1,1,3,0.2,1,2,9,6,-11,0
CCC(C(=O)NCCCN1CC(C)CC(C)C1)n1nc(C)c2sc3ccccc3c2c1=O (configuration not stated),-2,0,-0.5,3,2,-12,1,0,-8
COc1ccc(-c2oc(=O)c3cc(OC)c(OC)cc3c2C#CCCCO)cc1,4,6,-2.6,2,-3,12,-4,-3,-5

# Some of the entries so far, with two lines to a compound.
# Below each compound: CHRM4 agonist, M4 PAM, CRFR2-BP ag, M5 PAM, M5 antag, CRFR2-BP antag, CHRM1 PAM, M4 antag, M5 ag
O=C(OCc1ccc([N+](=O)[O-])cc1)c1ccc2ccccc2n1
  2, -15, -0.1, 4, -4, 18, 2, -2, -5
CCCc1nnc(SCC(=O)Nc2ccc(NC(C)=O)cc2)n1-n1cccc1
  0, 0, 0.8, -3, 5, 1, 10, 3, 0
CCN(CC)c1ccc(NC(=O)c2nc3nc(C)cc(C(F)F)n3n2)cc1
  1, 5, -0.3, -2, -1, 11, 8, -20, 0

# The order is random; 2.6% or so of the library scored in one or more.
